# CHRM1 antagonist: human M1 muscarinic receptor antagonists, primary screen, CHO-K1 cells, Fluo-8 calcium fluorescence, 1536-well; 360,000 compounds, 1.3% hits; inhibition, % at 3 µM; AID 588852, 2011; CHO-K1 hM1, ACh EC80 antagonist; Muscarinic acetylcholine receptor M1 (Homo sapiens), P11229;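 active means percent inhibition above its own plate's cutoff, namely the mean of that plate's compound wells plus 3 SD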;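 further: peak over basal fluorescence ratio during 140 s after agonist addition; 0% = ACh EC80 plus DMSO and 100% = DMSO alone without agonist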
# CHRM1 PAM: human M1 muscarinic receptor positive allosteric modulators, primary screen, CHO-K1 cells, Fluo-8 calcium fluorescence, 1536-well; activation, % at 3 µM; CHO-K1 hM1, ACh EC20; 0% = ACh EC20, 100% = maximal ACh; Muscarinic acetylcholine receptor M1 (Homo sapiens), P11229; AID 588819, 2011; 360,000 compounds, 0.088% hits; in the data active means activation above about 19%, passing the limit was not always enough
# CHO parental Ca: ATP-evoked calcium signal inhibitors, parental CHO, primary screen, counter-screen for OX1R antagonist project, cell-based, fluorescence, Fluo-8 calcium dye. parental CHO-K1, ATP-induced calcium, Fluo-8 fluorescence. inhibition, % at 5.6 µM. 330,000 compounds, 0.63% hits. AID 463079, 2010;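 active means inhibition above that plate's mean sample inhibition plus 3 SD, cut at about 26% in these data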;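 further: 0% = ATP-challenged DMSO wells and 100% = DMSO wells without ATP; some compounds past the cut are filed as inactive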
#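 Test system: untransfected parental CHO cell line; also added: ATP stimulus; dosing: 5.6 µM, single dose; signal: calcium-sensitive Fluo-8 fluorescence; measure: percent inhibition of ATP-evoked calcium rise, normalized to controls; benchmarks: low control ATP plus DMSO, high control DMSO only; replication: one well per compound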
# CHRM1 agonist: human M1 muscarinic receptor agonists, primary screen, Fluo-8 calcium fluorescence, CHO-K1 cells, HTS; activation, % at 3 µM; CHO-K1 hM1, agonist mode; 0% DMSO, 100% acetylcholine EC100; 360,000 compounds, 0.33% hits;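 active means activation above the run's mean compound activation plus 3 SD, cut at about 16% in these data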;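 further: peak over basal fluorescence ratio within a 140 s kinetic read after compound addition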
# OXTR agonist: human OXTR agonists, primary screen, fluorescence, CHO-OTR cells, Fluo-8 calcium. Fluo-8 calcium fluorescence; normalized: DMSO 0%, oxytocin 100%. activation, % at 3 µM. 320,000 compounds, 0.32% hits. AID 2435, 2010;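 active means activation above the mean of all tested compounds plus 3 SD, cutoff set per screening run, cut at about 20% in these data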;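 further: peak over basal fluorescence ratio from a 100 s FLIPR kinetic read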
# Target sequence (P30559 whole entry, looked up): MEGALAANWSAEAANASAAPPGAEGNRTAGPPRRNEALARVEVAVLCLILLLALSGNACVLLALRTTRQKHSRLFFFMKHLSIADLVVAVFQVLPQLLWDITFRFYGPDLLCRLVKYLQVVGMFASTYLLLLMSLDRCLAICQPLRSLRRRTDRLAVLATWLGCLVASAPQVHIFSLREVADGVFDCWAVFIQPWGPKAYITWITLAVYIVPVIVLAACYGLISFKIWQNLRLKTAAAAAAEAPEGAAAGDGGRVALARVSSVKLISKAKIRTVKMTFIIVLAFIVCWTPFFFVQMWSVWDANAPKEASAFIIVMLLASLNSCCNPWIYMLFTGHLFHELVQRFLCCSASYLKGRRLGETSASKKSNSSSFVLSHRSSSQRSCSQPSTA
# V1aR counter: agonists of human V1a receptor, primary screen, counter-screen for OXTR agonist project, fluorescence, CHO-V1R cells | Fluo-8 calcium fluorescence, agonist mode; 0% DMSO, 100% 3 nM vasopressin | AID 2797, 2010 | activation, % at 3 µM | Vasopressin V1a receptor (Homo sapiens), P37288 | 320,000 compounds, 0.25% hits;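 active means activation above the mean activation of all tested compounds plus 3 SD, per screening run, cut at about 20% in these data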;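 further: signal is peak over basal fluorescence ratio across a 100 second FLIPR read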
# Target sequence (P37288 whole entry, looked up): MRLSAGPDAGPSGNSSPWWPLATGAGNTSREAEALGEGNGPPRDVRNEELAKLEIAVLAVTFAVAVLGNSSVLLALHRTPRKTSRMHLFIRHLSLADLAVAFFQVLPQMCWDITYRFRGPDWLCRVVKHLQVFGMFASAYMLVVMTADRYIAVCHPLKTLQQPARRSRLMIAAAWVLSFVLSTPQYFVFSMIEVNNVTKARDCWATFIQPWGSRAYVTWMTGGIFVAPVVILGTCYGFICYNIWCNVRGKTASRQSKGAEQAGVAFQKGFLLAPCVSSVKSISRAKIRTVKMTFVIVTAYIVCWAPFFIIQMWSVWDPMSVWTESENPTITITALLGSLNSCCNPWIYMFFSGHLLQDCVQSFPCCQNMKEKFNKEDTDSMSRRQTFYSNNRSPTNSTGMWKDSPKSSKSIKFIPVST
# OXTR potentiate: human OXTR potentiators, primary screen, fluorescence, CHO-OTR cells, Fluo-8 calcium; Fluo-8 calcium fluorescence, potentiator mode; 0% = oxytocin EC15, 100% = EC100; 320,000 compounds, 0.061% hits; activation, % at 3 µM;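 active means activation above that plate's cutoff, the mean activation of tested compounds plus 3 SD, cut at about 6.6% in these data, passing the limit was not always enough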;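 further: 100% uses oxytocin at 75 nM as the full agonist control; some results filed as inactive read as strong as hits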
#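 assay system = CHO-OTR cells, human receptor | schedule = compound 6 min at room temperature before oxytocin, 100 s read | detection = Fluo-8 intracellular calcium fluorescence, ex 470-495, em 515-575 nm | evaluation = normalized max/min fluorescence ratio, % activation | control set = EC15 oxytocin alone as 0%, 75 nM oxytocin (EC100) as 100%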
# TAAR1 antag: human TAAR1 antagonists, primary screen, Fluo-8 calcium fluorescence, CHO RD-HGA16 cells; Trace amine-associated receptor 1 (Homo sapiens), Q96RJ0; 360,000 compounds, 1.5% hits; inhibition, % at 3 µM; AID 624466, 2012; antagonist;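 active means inhibition above a per-plate cutoff, the mean inhibition of test compounds on that plate plus 3 SD, cut at about 49% in these data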;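 further: 0% = DMSO plus EC80 beta-PEA response and 100% = DMSO alone without agonist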
#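 Test system: CHO RD-HGA16 cells bearing hTAAR1 | Reagent: β-PEA, EC80 | Compound dosing: 3 µM, single point | Schedule: Dye loading 75 min at 37 °C, then 30 min room temperature | Signal: Calcium fluorescence with Fluo-8 | Evaluation: Percent inhibition of PEA-evoked calcium signal, max/basal emission ratio | Control set: DMSO-only wells and EC80 β-PEA-stimulated wells | Repeats: Singlicate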
# TAAR1 ag: human TAAR1 agonists, primary screen, Fluo-8 calcium fluorescence, CHO RD-HGA16 cells. Trace amine-associated receptor 1 (Homo sapiens), Q96RJ0. vehicle wells 0%, saturating PEA agonist 100%. activation, % at 3 µM. 360,000 compounds, 0.99% hits. AID 624467, 2012;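 active means activation above the mean activation of all test compounds in the run plus 3 SD, cut at about 38% in these data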
#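 Assay system – CHO-derived RD-HGA16 cells with stable Gα16 and human TAAR1 · Compound dosing – one-point dosing at 3 µM (nominal) · Incubation – 17-24 h seeding, 75 min 37 °C dye, 30 min RT · Measured by – kinetic Fluo-8 calcium fluorescence · Control set – DMSO vehicle as 0%, PEA at EC100 as 100% · Repeats – single well for each compound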
# * hit, by the source's call; / = not tested or not shown.
SMILES,CHRM1 antagonist,CHRM1 PAM,CHO parental Ca,CHRM1 agonist,OXTR agonist,V1aR counter,OXTR potentiate,TAAR1 antag,TAAR1 ag
COC(=O)C(C)Sc1nnc(SC(C)C(=O)OC)s1 (configuration not stated),1,3,8,-2,-0.2,0.7,-7,4,5
Cc1occc1C(=O)NNC(=O)c1ccc(F)cc1,5,-1,-9,1,0.6,-0.3,-13,1,3
C[C@H](CO)N1C[C@H](C)[C@@H](CN(C)Cc2ccncc2)OCc2cnnn2CCCC1=O,-13,6,/,-9,/,/,/,-16,3
CC(=O)NCc1ccc(S(=O)(=O)N2CCN(c3ccccn3)CC2)cc1,-14,18,-3,-1,1.2,1.7,-6,-2,0
O=C(Cc1ccc(F)cc1)Nc1c(C(=O)N2CCN(c3ncccn3)CC2)oc2ccccc12,-6,5,-22,-4,-2.8,-1.5,-6,-8,2
Cc1cc(C)n(-c2ccc(C(=O)OCC(=O)Nc3ccc(S(=O)(=O)N4CCCCC4)cc3)cc2)n1,1,-2,16,-3,-1.2,-0.1,-26,/,/
COc1ccc(OC)c(N/C=C2/CCCCC2=O)c1,2,-1,-7,-4,-2.3,-1.1,2,0,17
S=C(NCCc1ccccn1)Nc1ccc(Cl)cc1Cl,-6,3,-13,-15,-0.3,0.7,-1,-5,5
Cc1ccc(S(=O)(=O)NCc2ccccc2)cc1C(=O)NCC(C)(C)N1CCOCC1,4,-2,-30,-5,-0.8,0.6,-8,-16,5
CCc1nn2c(N3CCOCC3)cc(C)nc2c1-c1ccc(F)cc1,-5,2,-10,-3,-0.9,-0.6,-11,-8,12
CC(O)CNCCOc1ccccc1OCc1ccccc1 (configuration not stated),-3,4,4,-7,0.3,0.5,-10,-13,2
Cc1cccc(C(=O)NC2CCN(CC(=O)Nc3ccc4c(c3)OCO4)CC2)c1,-9,3,-14,-2,-2.6,0.4,-5,-3,1
CCc1nnc(NC(=O)C(c2ccccc2)c2ccccc2)s1,-5,3,-29,-5,-0.7,-0.4,0,-24,17
Cc1ccc(S(=O)(=O)NCCC(=O)Nc2ccc3c(c2)OCO3)cc1,-2,6,4,-2,-0.8,-0.9,-15,-2,9
COc1ccc(-c2noc(COC(=O)c3ccco3)n2)cc1OC,-9,8,0,1,-0.2,3.4,-6,7,2
CC(C)(C)C1CCc2[nH]c3ccccc3c(=O)c2C1 (configuration not stated),-7,11,-32,-3,-1.1,0.0,-7,-5,14
O=C(NNC(=O)C1CCN(c2ncccn2)CC1)c1ccncc1,3,1,-5,0,1.0,0.0,-13,7,6
O=[N+]([O-])c1ccccc1S(=O)c1ccccc1[N+](=O)[O-],1,2,/,-4,/,/,/,-7,2
C(=Cc1cccnc1)c1ccncc1,-7,3,/,0,/,/,/,-9,3
COc1cccc(NC(=O)CSc2nc3ccccc3c(=O)n2C)c1,10,-10,2,2,12,8.3,-7,27,6
O=C(N/C(=C\c1ccc(Br)cc1)c1nc2ccccc2[nH]1)c1ccco1,-8,7,-4,0,2.5,1.1,-3,-18,21
CCOc1ccc(NC(=O)c2cn(-c3ccc(OCC)cc3)c(=O)c3cc(OC)c(OC)cc23)cc1,3,-3,-10,-4,-1.9,1.7,-15,31,3
COc1nnc(-c2ccc(C)c(S(N)(=O)=O)c2)c2ccccc12,-12,7,1,-2,0.3,0.1,-11,10,4
O=C(NCc1cc(C(F)(F)F)ccc1Cl)c1cccc2c1C(=O)c1ccc(N3CCC(N4CCCCC4)CC3)cc1S2(=O)=O,32*,-28,/,-2,/,/,/,59*,16
COCC(C)n1c(SCC(=O)Nc2cc(C)on2)nc2ccccc2c1=O (configuration not stated),1,-3,/,-4,/,/,/,-43,1
CCOc1ccc(NC(=O)CN(C)CC(=O)NC2CCCc3ccccc32)cc1OCC (configuration not stated),-2,5,-13,-3,-0.7,2.3,-4,-6,8
CCN(CC)CCN(Cc1cc2ccc(C)c(C)c2[nH]c1=O)C(=S)NCc1ccco1,-6,5,-22,-5,1.8,0.6,-7,-27,18
CC1=NN(C(=O)CCc2ccccc2)C(c2ccccc2)C1 (configuration not stated),-13,13,-7,-10,-1.7,-1.0,-5,-9,2
OCCNCCNCc1ccccc1OCc1ccccc1,0,8,-18,-4,0.9,-0.5,0,-1,3
CSc1ncc(CN2CCc3c([nH]c4ccccc34)C2c2cccc(O)c2)cn1 (configuration not stated),-4,2,-7,-5,0.0,0.2,-11,-19,0
CCNC(=S)N1CCN(c2ccccn2)CC1,5,-2,-4,-6,0.2,0.1,4,7,7
COc1ccc(S(=O)(=O)N(C)CC(=O)N2CCC(C(N)=O)CC2)cc1Cl,-8,5,5,-3,2.4,0.4,6,-3,2
O=C(C[C@@H]1C/C=C\C[C@H](NC(=O)OCC2c3ccccc3-c3ccccc32)C(=O)OC[C@H]2CCCN2C1=O)N[C@@H](CO)Cc1ccccc1,1,-4,-17,-11,-0.9,0.1,2,5,0
CN(CCOc1ccccc1)C(=O)CCc1c[nH]c2ccccc12,-3,5,-22,-2,2.5,6.1,-2,7,5
Cc1cccc(Nc2nc3c(c(=O)n(C)c(=O)n3C)n2Cc2ccccc2)c1,-6,9,/,-1,/,/,/,-11,2
CCn1nnnc1SCC(=O)Nc1cc(C)on1,-30,6,4,0,0.1,0.4,-7,13,6
NC(=S)Nc1nc2ccccc2s1,4,-2,0,-5,3.3,4.1,2,6,6
N#C/C(=N\Nc1ccc(Cl)cc1)C(=N)N1CCCCC1,-8,4,17,-3,6.4,6.7,-21,4,6
OC(c1ccc(Cl)cc1)C(O)c1nc2ccccc2[nH]1 (configuration not stated),-1,4,2,-3,1.5,0.4,-5,6,9
CCOc1ccc(-c2nnc(-c3ccco3)o2)cc1OCC,-10,6,-5,-4,-2.2,-1.0,-18,-12,2

# Some of the entries above, reformatted:
CCNC(=S)N1CCN(c2ccccn2)CC1
- CHRM1 antagonist: 5
- CHRM1 PAM: -2
- CHO parental Ca: -4
- CHRM1 agonist: -6
- OXTR agonist: 0.2
- V1aR counter: 0.1
- OXTR potentiate: 4
- TAAR1 antag: 7
- TAAR1 ag: 7

COc1ccc(S(=O)(=O)N(C)CC(=O)N2CCC(C(N)=O)CC2)cc1Cl
- CHRM1 antagonist: -8
- CHRM1 PAM: 5
- CHO parental Ca: 5
- CHRM1 agonist: -3
- OXTR agonist: 2.4
- V1aR counter: 0.4
- OXTR potentiate: 6
- TAAR1 antag: -3
- TAAR1 ag: 2

O=C(C[C@@H]1C/C=C\C[C@H](NC(=O)OCC2c3ccccc3-c3ccccc32)C(=O)OC[C@H]2CCCN2C1=O)N[C@@H](CO)Cc1ccccc1
- CHRM1 antagonist: 1
- CHRM1 PAM: -4
- CHO parental Ca: -17
- CHRM1 agonist: -11
- OXTR agonist: -0.9
- V1aR counter: 0.1
- OXTR potentiate: 2
- TAAR1 antag: 5
- TAAR1 ag: 0

CN(CCOc1ccccc1)C(=O)CCc1c[nH]c2ccccc12
- CHRM1 antagonist: -3
- CHRM1 PAM: 5
- CHO parental Ca: -22
- CHRM1 agonist: -2
- OXTR agonist: 2.5
- V1aR counter: 6.1
- OXTR potentiate: -2
- TAAR1 antag: 7
- TAAR1 ag: 5

# Next part
SMILES,CHRM1 antagonist,CHRM1 PAM,CHO parental Ca,CHRM1 agonist,OXTR agonist,V1aR counter,OXTR potentiate,TAAR1 antag,TAAR1 ag
CC(=O)NC(CC(C)C)C(=O)NC(=O)NCc1ccccc1 (configuration not stated),-9,8,-9,-4,1.0,0.6,3,1,8
COc1cc2cc(C)c3nnc(SCC(=O)Nc4cc(C)on4)n3c2cc1OC,-3,12,-16,-7,1.8,-0.2,6,3,3
Cc1csc(CNc2ncnc3ccc(-c4ccccc4Cl)cc23)c1,-2,3,-18,-4,0.9,0.4,-9,26,1
COc1ccc(C(C(=O)NC(C)(C)C)N(C(=O)CCC(=O)Nc2cc(C)on2)c2cccc(F)c2)cc1 (configuration not stated),-5,4,-18,-3,-0.1,-0.5,-27,-10,0
O=C(CSCc1ccc(Cl)cc1)NCc1ccccn1,-4,8,-11,-10,-1.4,-0.2,-9,4,0
CCOC(=O)c1sc(NC(=O)CSc2nc(-c3ccco3)cc(C(F)(F)F)n2)c(C(=O)OCC)c1C,-2,1,/,-3,/,/,/,-23,0
Cn1c(=O)c2[nH]c(C3CC4CCC3C4)nc2n(C)c1=O (configuration not stated),-17,6,/,-2,/,/,/,1,2
CC1(C)CC(=O)C(C(C2=C(O)CC(C)(C)CC2=O)c2ccc(Cl)c([N+](=O)[O-])c2)C(=O)C1 (configuration not stated),-11,11,-4,-5,7.7,48*,-6,-3,1
CCOC(=O)C1CCCN(S(=O)(=O)c2ccc(C)cc2)C1 (configuration not stated),-3,0,10,0,1.2,1.5,-16,-3,4
O=C(Nc1ccccc1)c1cc(C2CCCN(C(=O)C3CC3)C2)on1 (configuration not stated),-10,6,/,-5,/,/,/,-27,1
CCc1ccc(NC(=S)N(Cc2cccnc2)Cc2ccco2)cc1,-2,10,3,0,-0.7,0.8,-17,-2,3
COc1ccc(C2c3cc(OC)c(OC)cc3CCN2C(=O)c2ccccc2)cc1OC (configuration not stated),-1,3,-11,0,-3.1,-0.3,-7,-19,3

# An excerpt from above in order of SMILES length, highest first.
SMILES,CHRM1 antagonist,CHRM1 PAM,CHO parental Ca,CHRM1 agonist,OXTR agonist,V1aR counter,OXTR potentiate,TAAR1 antag,TAAR1 ag
CCOC(=O)c1sc(NC(=O)CSc2nc(-c3ccco3)cc(C(F)(F)F)n2)c(C(=O)OCC)c1C,-2,1,/,-3,/,/,/,-23,0
Cc1csc(CNc2ncnc3ccc(-c4ccccc4Cl)cc23)c1,-2,3,-18,-4,0.9,0.4,-9,26,1
O=C(CSCc1ccc(Cl)cc1)NCc1ccccn1,-4,8,-11,-10,-1.4,-0.2,-9,4,0

# Bioassay records (PubChem BioAssay)
